14-3-3 PPI = alters human 14-3-3 gamma binding to Raf peptide. P61981. FP, 14-3-3gamma / TMR-pS259-Raf peptide binding. inhibition, % at 40 µM. hit rate 0.19% among 160,000; in the data active = inhibition above about 30%;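 note: 0% = protein plus tracer without compound and 100% = blank with tracer alone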
Target sequence (P61981 whole entry, looked up): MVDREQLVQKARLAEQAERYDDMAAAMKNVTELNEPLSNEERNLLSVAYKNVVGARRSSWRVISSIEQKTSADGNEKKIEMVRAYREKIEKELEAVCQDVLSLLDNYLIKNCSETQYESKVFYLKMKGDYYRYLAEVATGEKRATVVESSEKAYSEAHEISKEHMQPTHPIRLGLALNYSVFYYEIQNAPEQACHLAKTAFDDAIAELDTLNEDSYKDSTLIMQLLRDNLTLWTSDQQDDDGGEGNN
* marks the source's active call; other numbers are inactive results; & = joins results of further samples. A portion of the library (hit frequency here may not be typical).

SMILES	14-3-3 PPI
CCC(C)NC(=O)Cn1cccc1C(=O)c1ccccc1 (stereo not drawn)	-5.9
O=C(C1CCN(S(=O)(=O)c2ccc(Br)s2)CC1)N1CCN(Cc2ccc3c(c2)OCO3)CC1	-10.1
O=C(Nc1nnc(-c2ccc3c(c2)CCCC3)o1)C1COc2ccccc2O1 (stereo not drawn)	-5.7
COc1ccc(/C(O)=C2\C(=O)C(=O)N(CCN3CCOCC3)C2c2ccc(C(C)C)cc2)cc1 (stereo not drawn)	-5.5
Cc1ccc(S(=O)(=O)N=C(Nc2cccc(C(F)(F)F)c2)c2ccc(F)cc2)cc1	-8.2
O=C(NC1CCCCC1)c1ccc(Br)o1	-2.6
Cc1ccc(C2CC(=O)n3nc(-c4cccc5ccccc45)nc3S2)cc1 (stereo not drawn)	-11.1
CC1CCN(S(=O)(=O)c2ccc3nc(-c4ccccn4)cc(C(=O)NCCCN4CCOCC4)c3c2)CC1	-8.0
CCc1nc2ccccc2c(C(=O)OCC(=O)NCCCN2CCCC2=O)c1C	4.7
O=c1oc2cc(OCCO)ccc2c2c1CCCC2	-2.4
CCCC(=O)Nc1ccc(-c2nc3cc(C)c(C)cc3o2)cc1	-0.9&-17.5
CCOC(=O)C1CCN(C(=O)c2ccccc2Br)CC1	-1.6
CCN(CCCc1ccccc1)CCCc1ccccc1	0.2
CCNc1nc(N)nc(Oc2ccc(OCCOc3ccc(Cl)cc3Cl)nn2)n1	-1.2
COc1ccc(Cl)cc1NC(=O)CCN1CCN(c2ccccc2C)CC1	0.1
O=C(Nc1cccc(C(F)(F)F)c1)C1CCCN1S(=O)(=O)c1cccc2cccnc12 (stereo not drawn)	4.0
O=C1C(Nc2ccccc2)=Nc2ccccc21	-6.3
CC(=O)Nc1ccccc1NC(=O)CN(C)S(=O)(=O)c1ccc(C)cc1	-8.7
CCOc1c(Br)cc(C2Nc3ccccc3NC3=C2C(=O)CC(c2cccs2)C3)cc1OC (stereo not drawn)	-0.6
CCOC(=O)c1cnc2c(C)cccc2c1Nc1cccc(C(=O)OC)c1	-1.9
CCOC(=O)C1C(=O)CC(C)(O)C(C(=O)OCC)C1c1cccnc1 (stereo not drawn)	-6.1
Cc1cccc(-c2noc(-c3ccc(C(C)(C)C)cc3)n2)c1	-2.6
COC(=O)c1ccc2c(=O)n(CCCCCC(=O)N3CCN(c4ccc(F)cc4)CC3)c(=O)[nH]c2c1	-7.0
O/N=C/c1ccc(OCC(O)COc2ccc(/C=N/O)cc2)cc1	3.9
COc1ccccc1C(=O)CC1(O)C(=O)Nc2ccc(Br)cc21 (stereo not drawn)	3.5
CC(=O)/C(C#N)=C1\NC(=O)C(Cc2ccccc2Cl)S1 (stereo not drawn)	5.9
Cc1cccc(NC(=O)CCS(=O)(=O)c2cccc3nsnc23)c1C	-14.3
COc1ccc(C2N(C(=O)c3ccccc3)CCN2C(=O)c2ccccc2)cc1	-7.7&-4.0
CN(C)CCCNC(=O)c1cc(-c2ccc3c(c2)OCO3)nc2ccccc12	-37.0
NC(=O)C1CCN(C(=O)c2ccc3nc4ccccc4c(=O)n3c2)CC1	12.3

Look-ups from the entries so far.
14-3-3 PPI result of CCOc1c(Br)cc(C2Nc3ccccc3NC3=C2C(=O)CC(c2cccs2)C3)cc1OC (stereo not drawn) → -0.6
14-3-3 PPI result of Cc1cccc(NC(=O)CCS(=O)(=O)c2cccc3nsnc23)c1C → -14.3
14-3-3 PPI result of CC(=O)Nc1ccccc1NC(=O)CN(C)S(=O)(=O)c1ccc(C)cc1 → -8.7
14-3-3 PPI result of CC(=O)/C(C#N)=C1\NC(=O)C(Cc2ccccc2Cl)S1 (stereo not drawn) → 5.9
14-3-3 PPI result of CCOC(=O)C1C(=O)CC(C)(O)C(C(=O)OCC)C1c1cccnc1 (stereo not drawn) → -6.1
14-3-3 PPI result of CN(C)CCCNC(=O)c1cc(-c2ccc3c(c2)OCO3)nc2ccccc12 → -37.0
14-3-3 PPI result of CCOC(=O)c1cnc2c(C)cccc2c1Nc1cccc(C(=O)OC)c1 → -1.9

Following part
SMILES	14-3-3 PPI
Cc1cc(C)n2nc(CC(=O)NCCc3ccccc3Cl)nc2n1	4.1
COC(=O)C1C2C=CC3(CN(c4cccc(C)c4)C(=O)C13)O2 (stereo not drawn)	-2.1
CC(C)COC(=O)c1ccc(NC(=O)c2ccccc2Br)cc1	-2.0
O=C(CSc1ccc(C(F)(F)F)cc1[N+](=O)[O-])Nc1cc(C(F)(F)F)ccc1N1CCCC1	-1.3
Cc1ccc(NC(=O)CN2C(=O)c3ccccc3C2=O)cc1C	-8.1
O=C(CSc1oc(-c2ccccc2)nc1S(=O)(=O)c1ccc(Cl)cc1)NCC1CCCO1 (stereo not drawn)	-41.2
CC(=O)N(CCC1(Cc2ccccc2)CCOC(C)(C)C1)Cc1ccccc1 (stereo not drawn)	-2.9
CC(C)(C)c1ccc(OCC(=O)Nc2sc3c(c2C(N)=O)CCCC3)cc1	-15.8
CCCNC(=O)C(NS(=O)(=O)c1cccc2nsnc12)c1ccccc1 (stereo not drawn)	-15.4
CC(C)c1ccc(NC(=O)c2ccc(NC(=O)C(C)(C)C)cc2)cc1	-2.1
CCOC(=O)c1cccc(NC(=O)C2(S(=O)(=O)c3ccc(C)cc3)CC2)c1	-5.0
COc1ccc(S(=O)(=O)N2CCCN(CC(=O)Nc3cc(C)ccc3OC)CC2)cc1	-9.8
CCC(=O)NS(=O)(=O)c1ccc(NC(=O)c2ccccc2Cl)cc1	-16.2
CS(=O)(=O)Nc1ccc(C2=NN(C(=O)c3ccco3)C(c3cccs3)C2)cc1 (stereo not drawn)	-33.4
Cc1cccc(C)c1OCC(=O)N1CCOCC1	-7.4

Among those listed so far, these contain a Cl atom:
SMILES	14-3-3 PPI
CCNc1nc(N)nc(Oc2ccc(OCCOc3ccc(Cl)cc3Cl)nn2)n1	-1.2
COc1ccc(Cl)cc1NC(=O)CCN1CCN(c2ccccc2C)CC1	0.1
CC(=O)/C(C#N)=C1\NC(=O)C(Cc2ccccc2Cl)S1 (stereo not drawn)	5.9
Cc1cc(C)n2nc(CC(=O)NCCc3ccccc3Cl)nc2n1	4.1
O=C(CSc1oc(-c2ccccc2)nc1S(=O)(=O)c1ccc(Cl)cc1)NCC1CCCO1 (stereo not drawn)	-41.2
CCC(=O)NS(=O)(=O)c1ccc(NC(=O)c2ccccc2Cl)cc1	-16.2

Following part.
SMILES	14-3-3 PPI
CCOc1cc(N2CCOCC2)c(OCC)cc1NS(=O)(=O)c1ccc(Cl)s1	1.6
O=[N+]([O-])c1ccc(Nc2nc(-c3ccccc3)c3cc(Cl)ccc3n2)cc1	-0.2
COc1cc2c(cc1OC)C(COc1ccc([N+](=O)[O-])cc1)N(C(=O)c1ccc(OC(C)C)cc1)CC2 (stereo not drawn)	5.6
CCOC(=O)c1c(C)n(C)c2ccc(OCC(N)=O)cc12	-7.1
O=C(CCCn1c(=S)[nH]c2ccccc2c1=O)NCc1ccc(F)cc1	2.5
CC(C)=CC(=O)Nc1ccccc1C(N)=O	19.8
CCN1CNC(=S)N(c2ccc(C)cc2)C1	-12.6
Cc1nn(-c2ccccc2)c2c1C(c1ccc(F)cc1F)C(C#N)=C(N)O2 (stereo not drawn)	-0.1
CCOc1cc(C2C(C#N)=C(N)Oc3n[nH]c(CC)c32)ccc1OCCN1CCOCC1 (stereo not drawn)	-0.8
Cc1ccc(S(=O)(=O)Nc2ccc(-c3nc4ccccc4[nH]3)cc2)cc1	-12.0
Cc1ccc(C(=O)Nc2c(C)n(C)n(-c3ccccc3)c2=O)cc1[N+](=O)[O-]	-3.5
COc1cccc(OC)c1C(=O)Nc1ccc(Br)c2cccnc12	-2.8
CC(C)OC(=O)c1ccc(NC(=O)C2C3CC4OC(=O)C2C4C3)cc1 (stereo not drawn)	4.8
Cc1c(C(=O)N2CCCCCC2)oc2ccc(S(=O)(=O)N3CC(C)CC(C)C3)cc12 (stereo not drawn)	4.5
CCn1c(SCC(=O)Nc2nccs2)nnc1-c1ccccc1	-8.0
O=C(O)CCC(=O)N1N=C2C(=Cc3ccc(Br)cc3)CCCC2C1c1ccc(Br)cc1 (stereo not drawn)	-17.8
CCc1ccc(CNc2ccc3c(c2)ncn3C)cc1	-5.5&2.0
O=C(COC(=O)c1ccc(N2C(=O)c3ccccc3C2=O)cc1)Nc1ccc(Cl)cc1[N+](=O)[O-]	-1.3
CCOC(=O)C1CCCN(c2c(N3CCN(c4cccc(Cl)c4)CC3)c(=O)c2=O)C1 (stereo not drawn)	0.7
Cc1ccc(NC(=O)N2CCC(O)(c3ccc(Cl)cc3)CC2)cc1	-0.8
COc1ccc(C2CC(C(F)(F)F)n3nc(C(=O)N(C)Cc4ccccc4)c(Cl)c3N2)cc1 (stereo not drawn)	-8.0
CCOC(=O)c1cnc2c(Cl)c(Cl)ccc2c1N1CCN(C)CC1	-9.1
Cc1cccc(N(CC(=O)O)CC(=O)O)c1	-2.5
O=C(c1ccc(S(=O)(=O)N2CCCC2)cc1)N1CCN=C1SCc1cccc(Cl)c1	-19.0
Cc1ccc(O)c(CC(C)C)n1	-0.7
CCOC(=O)CSc1nc(CC)nc2ccccc12	-8.4
Cc1ccc(-c2cc(O)cc3sc(=O)oc23)cc1C	-6.9
Cc1ccc(C(=O)NCc2ccc(Cl)c(Cl)c2)o1	-2.0
O=C(C1CCN(S(=O)(=O)c2cccs2)CC1)N1CCN(c2ccccc2F)CC1	1.3
CCOCCCn1c(=S)[nH]c2cc(C(=O)NCc3cccc(Cl)c3)ccc2c1=O	-1.0
CCCCOC(=O)Nc1nc(CC(=O)OCC)cs1	-17.8
COC(=O)c1cc(C(=O)N2CCN(c3ccc(F)cc3)CC2)cc([N+](=O)[O-])c1	-6.7
Cc1cc([N+](=O)[O-])nn1CC(=O)Nc1cc(C(F)(F)F)ccc1Cl	-5.9
CC1Sc2sc(=S)sc2SC(C)(C)C1=O (stereo not drawn)	-8.2
O=C(NCc1ccccc1)NC1(C(=O)N2CCN(c3ncccn3)CC2)CCCCC1	0.4
CCOc1ccc(C2/C(=C(\O)c3ccc(Cl)cc3)C(=O)C(=O)N2CC(C)C)cc1 (stereo not drawn)	3.6
Cc1ccc(S(=O)(=O)NC(CC(=O)NCc2ccco2)c2ccco2)cc1 (stereo not drawn)	-9.2&-1.6
COc1ccc(S(=O)(=O)Nc2cc3c4c(oc3c3ccccc23)CC(C)(C)CC4=O)cc1	-13.1
CC1CC(C)CN(S(=O)(=O)c2ccc(F)c(C(=O)NCc3ccc4c(c3)OCO4)c2)C1 (stereo not drawn)	0.1
CSc1nc2c(c(=O)[nH]1)C(c1cccs1)C1=C(CCCC1=O)N2 (stereo not drawn)	-29.9
Cc1cc(C)nc(NS(=O)(=O)c2ccc(NC(=O)c3ccc(Br)cc3)cc2)n1	0.1
CC1CCN(C(=O)CN(C2CCCCC2)S(C)(=O)=O)CC1	0.8
CCNS(=O)(=O)c1cccc2c1C(=O)c1ccccc1C2=O	-8.4
CCn1c[n+](CC(O)COc2cccc(OC)c2)c2cc(C)c(C)cc21 (stereo not drawn)	-6.6
CC(O)CSc1nc2c(c(=O)[nH]c(=O)n2C)n1Cc1ccc(Cl)cc1 (stereo not drawn)	-4.0
CCCOC(=O)C1=C(C)NC(=O)NC1c1ccc(OC)cc1 (stereo not drawn)	3.8
CCSc1nnc2c(n1)OC(C=Cc1ccco1)N(C(C)=O)c1ccccc1-2 (stereo not drawn)	-24.5
O=C(NCc1ccccn1)c1ccc(N2CCCC2=O)cc1	-1.5&-24.3
CCOc1cccc(OCCOCCN(C)Cc2ccccc2)c1	0.6
CCOC(=O)CN1CC23C=CC(O2)C(C(=O)Nc2ccc(OC)cc2OC)C3C1=O (stereo not drawn)	-3.3
COc1ccc2cc(CCNC(=O)c3c(-c4ccccc4Cl)noc3C)c(=O)[nH]c2c1	-2.2
Cc1ccc2c(C(=O)CN3CCCCC3CCO)c(C)[nH]c2c1 (stereo not drawn)	-0.6
CN1Cc2c(N3CCOCC3)nc(SCc3ccccc3)c(C#N)c2CC1(C)C	-1.8
O=C1CSC(=O)N1CC=CCN1C(=O)CSC1=O	-1.6
Cn1cnc([N+](=O)[O-])c1NCCO	-12.1
O=C(NC1CCCCCC1)C1c2ccccc2C(=O)N2CCc3ccccc3C12 (stereo not drawn)	-5.7
NC(=O)CN1CCN(CC(=O)Nc2ccccc2F)CC1	-5.6
Cn1cc(C(=O)NCc2ccc(F)cc2)c2c3ccccc3n(C)c2c1=O	-5.1
CCCNc1ncnc2nc[nH]c12	-0.6&-12.4
O=C(Nc1ccccc1C(=O)N1CCCC1)c1cccc(F)c1	-4.1
New compounds follow
SMILES	14-3-3 PPI
CCc1ccc2[nH]c(=O)c(CN(CCCN3CCOCC3)C(=O)Nc3ccc(F)cc3)cc2c1	-8.2
Cc1cccnc1NC(=O)c1c(O)c2cccc3c2n(c1=O)CC3	-1.8
C/C(NC1CCCCC1)=C(/C#N)C(=O)NCCN1CCOCC1	-6.7
Cc1ccc(N(CC(=O)NC2CCCCCC2)S(=O)(=O)c2c(C)nn(C)c2C)cc1	-9.4
CCC(CO)Nc1nc(C)nc2sc3c(c12)CCC3 (stereo not drawn)	-6.3
O=C(Nc1nc2c(s1)CCCC2)C1CCCN1C(=O)c1cccs1 (stereo not drawn)	-3.8
COc1ccc(-c2cn3c(C)c(C(=O)NCC(C)C)sc3n2)cc1	-2.5
Cn1ccnc1SCC(=O)Nc1ccc2c(c1)COC2=O	-0.4
N#Cc1ccc(C(c2nnnn2CCc2ccccc2)N2CCCCCC2)cc1 (stereo not drawn)	2.6
O=C1CC(N2CCN(C(c3ccccc3)c3ccccc3)CC2)C(=O)N1 (stereo not drawn)	-6.8
CC1=C(C)[N+](=O)C2CCCCC2N1[O-] (stereo not drawn)	-7.9
Cc1cccc(C2Oc3ccccc3C3CC(c4cccs4)=NN32)c1O (stereo not drawn)	-68.5
COc1cc(-c2c(C#N)c(N)nc3sc(C(=O)c4ccccc4)c(N)c23)cc(OC)c1OC	-71.4
O=C(CSc1nc2ccccc2[nH]1)NCCN1CCCC1	-4.1
C[C@@H]1C[C@H]2[C@@H]3CCC4=CC(=O)C=C[C@]4(C)[C@@]3(F)[C@@H](O)C[C@]2(C)[C@H]1C(=O)CO	-2.3

Ordered by number of heavy atoms (ascending): some entries from above.
SMILES	14-3-3 PPI
Cc1cccc(C)c1OCC(=O)N1CCOCC1	-7.4
Cc1ccc(-c2cc(O)cc3sc(=O)oc23)cc1C	-6.9
Cc1ccc(NC(=O)CN2C(=O)c3ccccc3C2=O)cc1C	-8.1
C[C@@H]1C[C@H]2[C@@H]3CCC4=CC(=O)C=C[C@]4(C)[C@@]3(F)[C@@H](O)C[C@]2(C)[C@H]1C(=O)CO	-2.3

Bioassay records (PubChem)
